Bioassay records as filed in PubChem.
Mito fusion act: mitochondrial division inhibition or fusion activation | S. cerevisiae fusion-defective mutant growth rescue, CellTiterGlo 48 h | actives 0.23% (n = 320,000) | Potency, µM (doses to about 46.1 µM), inactives show at the highest dose growth rescue (activation), hits mostly activators;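 further: potency means the concentration at half of the fitted maximal effect; % of control where 0% means no effect; nearly all actives have a fitted effect of over 45% in size; temperature-sensitive fusion mutants such as fzo1-1 at 37 °C on non-fermentable ethanol glycerol medium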
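Luminescent cell viability in 1536-well qHTS format served as the measure of rescued growth in ts fusion-mutant S. cerevisiae cultured on non-fermentable YPEG for 48 hours at 37C.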
a7 integrin act: integrin-mediated muscular dystrophy alleviation activation; alpha7betagal myoblasts, beta-gal FDG fluorescence, 48 h; Potency, µM (top dose mostly 38.3 µM), without a hit: at the highest dose activation, most hits filed as activators; AID 624291; actives 0.064% (n = 350,000);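 further: potency means the concentration at half of the fitted maximal effect; 100% = response of the positive control SU9516; nearly all actives have a fitted effect of over 60% in size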
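alpha7betagal+/- myoblasts (passage 13, 250/well) treated 48 h at 37C with compounds at 1:260 dilution of DMSO stock. Lysed, then beta-galactosidase activity read as FDG fluorescence (ex 480/em 540) after 30 min, with pre-read for autofluorescence.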
Menin MLL FP TR: menin-MLL binding inhibition, Texas Red mutant peptide; Menin + Texas Red MLL mutant peptide, fluorescence polarization; actives 0.23% (n = 270,000); O00255; AID 1768; Potency, µM (highest dose often 61.6 µM), without a hit: at the top dose FP activity change, negative = inhibition, hits mostly inhibitors; active means well fitted inhibition curve with a large enough effect in the polarisation, with a control signal flat, not every such curve was filed as active; inconclusive means small, poorly fitted or top-dose-only effect, or effect the other way, or a change in a side signal; inactive means no such curve, though single readings can be large or run the other way; the % refers to the polarisation; further: potency means the concentration at half of the fitted maximal effect; % of control where 0% means no effect; many of its hits are not listed in these tables
A-T KAP1 phos: potential ataxia-telangiectasia treatment | […] A-T fibroblasts, KAP-1 phosphorylation AlphaLISA; neocarzinostatin DNA damage 30 min before lysis | Potency, µM (titrated, usually from 57.5 µM), for the others: at the highest dose activation, hits mostly activators | actives 0.19% (n = 320,000) | AID 485349; further: potency means the concentration at half of the fitted maximal effect; % of control where 0% means no effect; nearly all actives have a fitted effect of over 45% in size
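hTERT-immortalized A-T patient fibroblasts ([…]), 500 cells/well in OPTI-MEM, 1% FBS, got compounds for 60 min, then NCS for 30 min at 37C. Lysates were then assayed for phospho-KAP-1 by AlphaLISA (anti-pKAP1 donor, anti-KAP1 acceptor beads), 6 hr at 25C.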
MLL CXXC-DNA inh: blocks binding of human MLL CXXC domain to DNA; Potency, µM (titrated, usually from 115 µM), for inactives: at the top dose activity change, negative = inhibition, most hits filed as inhibitors; MLL-CXXC / FITC-HOXA9 DNA fluorescence polarization; actives 0.037% (n = 290,000); Q03164; active means well fitted inhibition curve with a large enough effect in the polarisation, with a control signal flat, not every such curve was filed as active; inconclusive means small, poorly fitted or top-dose-only effect, or effect the other way, or a change in a side signal; inactive means no such curve, though single readings can be large or run the other way; the % refers to the polarisation; further: potency means the concentration at half of the fitted maximal effect
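Purified MLL-CXXC (added from a 7 uM solution) was preincubated 5 min at ambient with pinned compounds in 50 mM Tris-HCl pH 7.5, 50 mM NaCl, 1 mM DTT, 0.05% BSA. Fluorescein-labeled HOX-A9 DNA (50 nM solution) followed, 30 min, then polarization read.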
TCR act: activators of T cell receptors | Potency, µM (series often up to 9.22 µM), for inactives: top-dose activation of IL-2 secretion, usual class: activators | primary human leukocytes, anti-CD3, IL-2 HTRF, 48 h | 330,000 tested, under 10 active; further: % of control where 0% means no effect
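Using a-CD3 beads without co-stimulation, primary human leukocytes were exposed to compounds for 48 hr. An HTRF IL-2 kit measured the cytokine, with europium-to-d2 energy transfer producing emission at 665nm upon 320nm excitation.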
MBNL1-CUG inh: blocks human MBNL1 binding to CUG repeat RNA. Q9NR56. TR-FRET MBNL1-His/biotin-(CUG)12 binding, 665/545 ratio. Potency, µM (highest dose often 57.5 µM), for inactives: top-dose activity change, negative = inhibition, actives largely listed as inhibitors. actives 0.036% (n = 280,000); active means well fitted inhibition curve with a large enough effect in the signal ratio, with a control signal flat, not every such curve was filed as active; inconclusive means small, poorly fitted or top-dose-only effect, or effect the other way, or a change in a side signal; inactive means no such curve, though single readings can be large or run the other way; the % refers to the signal ratio; further: potency means the concentration at half of the fitted maximal effect; on the % scale 0 is the no-effect control and ±100 the full control effect
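Inhibition of protein-RNA binding appears as loss of TR-FRET between terbium anti-His antibody on MBNL1-His and streptavidin-XL665 on biotin-(CUG)12. Activity is normalized to buffer-only and uninhibited-complex controls.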
TSHR antag: blocks TSH signaling through the human TSH receptor; P16473; AID 504810; actives 0.2% (n = 330,000); activity change, negative = inhibition, % at 11.5 µM; TSHR-expressing cells, TSH-stimulated cAMP HTRF, 2 h; hits give low values;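 active means activity change below a set negative limit, meaning inhibition stronger than a set level, cut at about -70% in these data; inconclusive means activity change between two set negative limits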; further: on the % scale 0 is the no-effect control and ±100 the full control effect
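TSHR-expressing cells were treated with compounds, then stimulated with TSH at EC80 (4nM final) for 2 hours at 37 deg C. Cellular cAMP was measured by HTRF competition between lysate cAMP and cAMP-d2 for a cryptate-labelled anti-cAMP antibody.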
ASM inhibitor: human S-ASM enzyme inhibition; P17405; placental ASM, HMU-PC fluorogenic substrate, 60 min; Potency, µM (titrated, usually from 57.5 µM), inactives show at the highest dose activity change, negative = inhibition, most hits filed as inhibitors; actives 0.006% (n = 340,000); further: potency means the concentration at half of the fitted maximal effect
Target sequence (P17405 47-631 limits assumed): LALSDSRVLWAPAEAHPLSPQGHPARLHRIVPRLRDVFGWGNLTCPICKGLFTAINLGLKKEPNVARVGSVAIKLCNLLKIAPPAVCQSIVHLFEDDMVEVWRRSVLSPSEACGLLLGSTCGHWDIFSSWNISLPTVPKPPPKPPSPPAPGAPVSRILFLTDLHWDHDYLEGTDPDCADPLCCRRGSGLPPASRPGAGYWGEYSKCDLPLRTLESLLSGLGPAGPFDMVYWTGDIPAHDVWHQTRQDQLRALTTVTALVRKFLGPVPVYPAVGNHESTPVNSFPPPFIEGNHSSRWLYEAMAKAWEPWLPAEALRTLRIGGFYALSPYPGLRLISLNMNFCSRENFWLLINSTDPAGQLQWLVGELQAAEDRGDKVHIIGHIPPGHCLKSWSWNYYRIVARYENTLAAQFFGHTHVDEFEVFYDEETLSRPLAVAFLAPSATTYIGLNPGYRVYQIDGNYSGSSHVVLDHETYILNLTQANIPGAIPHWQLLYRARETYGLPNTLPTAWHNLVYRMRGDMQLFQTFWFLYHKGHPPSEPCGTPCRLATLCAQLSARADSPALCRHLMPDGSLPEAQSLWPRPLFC
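Steps: dispense placental human ASM, pin compound, wait 10 min at room temperature, add HMU-PC0 substrate at 9 uM final, incubate 60 min at 37 °C, add stop solution raising pH to 10, read fluorescence.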
PTAP TSG101 blk: blocks PTAP/TSG101 interaction to inhibit HIV-1 budding. Q99816. Fluorescence polarization, FITC-PTAP peptide / Tsg101 binding. Potency, µM (titrated, usually from 115 µM), for inactives: at the top dose activity change, negative = inhibition, most hits filed as inhibitors. 340,000 tested, under 10 active. AID 493005; active means well fitted inhibition curve with a large enough effect in the main read-out, with a control signal flat, not every such curve was filed as active; inconclusive means small, poorly fitted or top-dose-only effect, or effect the other way, or a change in a side signal; inactive means no such curve, though single readings can be large or run the other way; further: potency means the concentration at half of the fitted maximal effect; % of control where 0% means no effect
Target sequence (Q99816 whole entry, looked up): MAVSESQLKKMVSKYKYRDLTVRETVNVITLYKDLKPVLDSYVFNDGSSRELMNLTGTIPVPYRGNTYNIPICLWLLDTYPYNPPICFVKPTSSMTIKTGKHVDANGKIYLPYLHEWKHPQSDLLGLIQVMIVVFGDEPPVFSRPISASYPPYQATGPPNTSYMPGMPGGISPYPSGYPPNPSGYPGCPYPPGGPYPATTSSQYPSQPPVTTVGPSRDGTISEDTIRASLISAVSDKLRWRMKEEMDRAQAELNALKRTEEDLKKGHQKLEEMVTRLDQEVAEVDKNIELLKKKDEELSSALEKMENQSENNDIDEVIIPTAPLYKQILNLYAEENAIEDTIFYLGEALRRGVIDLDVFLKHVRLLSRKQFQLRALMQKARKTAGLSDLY
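Steps: Tsg101 binding domain dispensed (10 uM final), compounds pinned in DMSO, FITC-labeled PTAP-motif peptide added (50 nM final); after 20 min binding at room temperature, polarization measured.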
Numbers without * were called inactive; ? = inconclusive; . = not tested or not shown; [ ] = dose if it differs, or a comment. Unless noted, the call rests on the fitted dose curve; in most records, active means well fitted curve in the direction sought with a large enough effect; inconclusive means small, poorly fitted or top-dose-only effect, or another doubt; inactive means no such curve, though single readings can be large; an effect the other way counts as inactive or inconclusive. Not all compounds are listed (hit frequency here may not be typical).

| canonical_smiles | Mito fusion act | a7 integrin act | Menin MLL FP TR | A-T KAP1 phos | MLL CXXC-DNA inh | TCR act | MBNL1-CUG inh | TSHR antag | ASM inhibitor | PTAP TSG101 blk |
| --- | --- | --- | --- | --- | --- | --- | --- | --- | --- | --- |
| Cc1c2cn[nH]c(=O)c2c(C)n1Cc1ccc(F)cc1 | -6.3% | 9.8% | -18.9% | 6.1% | 20.5% | 10.1% | 5.8% | 16.0 | 9.1% | -1.4% |
| CCc1cc2c(NCCC(=O)O)nc(C)nc2s1 | -4.1% | -4.3% | 23.9% | 2.2% | -8.8% | 2.8% | 6.1% | -20.2 | 26.6% | 0.6% |
| COc1cc(OC)cc(C(=O)NC(C(=O)Nc2ccc3nc(C)sc3c2)C(C)C)c1 (stereo not drawn) | 2.2% | 15.8% | . | -4.8% | . | -2.5% | . | -7.2 | -2.6% | -2.7% |
| O=C(CSc1nnc2n1CCCN2)c1ccc([N+](=O)[O-])cc1 | 2.2% | -11.8% | . | 35.1% | 3.9% | 0.3% | ? | -4.7 | 2.0% | -2.4% |
| CCc1ccc(C2CC(c3ccccc3)n3ncnc3N2)cc1 (stereo not drawn) | 0.7% | 11.2% | -2.7% | 6.6% | 4.3% | -3.1% | 6.7% | 2.7 | 0.0% | -4.2% |
| C=CCSc1nnc2c(n1)OC=Nc1ccc(Br)cc1-2 | 4.9% | 2.1% | -1.3% | -3.8% | 3.1% | -2.1% | ? | 52.3 | -2.1% | -0.6% |
| O=C(COCCOCC(=O)N(c1ccccn1)C1CCCCC1)N(c1ccccn1)C1CCCCC1 | -3.2% | 20.8% | -1.0% | 6.0% | 10.2% | 4.7% | -7.5% | -4.1 | 0.2% | -0.4% |
| O=C1CC(c2ccncc2)c2cc3c(cc2N1)OCCO3 (stereo not drawn) | -2.4% | -28.8% | -7.8% | -0.7% | 8.2% | -6.8% | 6.0% | 15.8 | 3.5% | -0.1% |
| Cc1ccc(NC(=O)C2C(C(=O)O)C3C=CC2C32CC2)cc1 (stereo not drawn) | -0.8% | 13.3% | -2.8% | 2.1% | 13.1% | 1.4% | -2.1% | 5.6 | 0.5% | -7.1% |
| COc1ccc(-c2ccc([C@H]3[C@H]4C=CC[C@@H](C)[C@@H]4C(=O)N3Cc3ccccc3)c(F)c2)cc1 | -16.6% | -3.4% | . | 0.0% | -2.9% | -9.9% | -2.4% | -3.3 | -4.3% | -8.4% |
| CCOc1ccccc1NC(=O)Nc1cc(S(=O)(=O)N(C)C)ccc1C | -1.8% | 8.0% | . | 2.5% | ? | 5.8% | -0.4% | 2.8 | 0.5% | -2.4% |
| O=C(NCc1nnc2n1CCCCC2)c1ccc(Cl)cc1Cl | -2.7% | -7.7% | -12.7% | 1.7% | 0.6% | 4.1% | -4.0% | -4.7 | 2.8% | -3.3% |
| COC(=O)c1ccc(C(=O)OC)c(NC(=O)CSCc2ccccc2Br)c1 | 0.5% | -3.6% | -16.1% | -1.4% | -7.7% | -0.9% | ? | -1.2 | -0.2% | -4.0% |
| CCN(CC)S(=O)(=O)c1ccc(NCc2ccccc2)nc1 | 1.9% | 7.5% | 10.3% | 2.7% | -3.5% | -1.3% | -7.3% | 4.2 | -2.4% | -7.9% |
| O=C(CSc1n[nH]c(-c2ccncc2)n1)Nc1ccccc1 | -1.9% | 11.4% | 12.7% | -8.0% | 11.5% | -1.5% | -7.2% | -6.9 | 6.7% | -8.3% |
| O=C(NCc1cccnc1)c1nc(-c2ccccc2)n(-c2ccccc2)n1 | -0.4% | -10.4% | . | 4.4% | 5.7% | -0.4% | -11.4% | -44.3 | -2.7% | -1.4% |
| CN(Cc1ccccc1)C(=S)Nc1ccc2nc3n(c(=O)c2c1)CCCCC3 | -1.8% | -19.9% | -18.0% | 0.8% | -1.0% | 5.7% | -7.2% | -1.2 | -1.2% | -0.9% |
| CCC(=O)Nc1ccc(C(=O)CN2C(=O)NC3(CCOc4ccccc43)C2=O)cc1 (stereo not drawn) | -0.2% | -6.2% | . | -4.1% | . | . | . | 6.0 | -4.0% | 1.0% |
| O=C(CCc1[nH]c2ccccc2c1Sc1ccccc1)NCCO | ? | 0.0% | 7.7% | -3.8% | 2.6% | 4.6%[46.1 µM] | ? | 5.9 | 6.6% | -1.1% |
| CNC(=S)N/N=C/c1ccc(N2CCOCC2)s1 | -10.2% | -62.5%[inhibitor] | -11.6% | -18.9% | -7.1% | 8.1% | ? | -10.5 | 74.1%[activator] | 5.1% |
| COc1ccc(-c2noc(CN(C)C(=O)Nc3ccccc3)n2)cc1 | -0.3% | -18.8% | 8.3% | -3.5% | -1.6% | 2.6% | -7.0% | -28.1 | -3.4% | -3.1% |
| COc1ccc(NC(=O)Nc2cccc3c2O[C@H](CN(C)Cc2ccc(-c4ccccc4)cc2)[C@@H](C)CN([C@H](C)CO)C3=O)cc1 | . | 9.8% | . | -0.7% | . | -1.8% | . | 5.8 | -20.0% | 1.2% |
| CCCCOC(=O)C(NC(=O)c1ccccc1)=C(C)C | 6.3% | 28.2% | . | 3.0% | -1.0% | -0.9% | 3.4% | 9.8 | 5.4% | -0.4% |
| Cn1ncc([N+](=O)[O-])c1C(=O)NC1CCCCC1 | 3.1% | 28.3% | 1.1% | -1.9% | 9.2% | -6.1% | 10.5% | 0.1 | 8.4% | 6.1% |
| Cn1c(=O)c(=O)n(C)c2cc(S(=O)(=O)N3CCCC3C(=O)NCc3cccnc3)ccc21 (stereo not drawn) | 1.1% | 3.2% | . | -14.9% | 11.9% | -1.1% | -1.7% | 0.2 | -0.5% | -0.3% |
| O=C1N[C@@H](Cc2ccccc2)COC(=O)[C@H](Cc2ccc(F)cc2)C/C=C\C[C@@H]1CC(=O)N(CCO)Cc1ccccc1 | . | -28.0% | . | 3.3% | . | 6.9% | . | 26.6 | -13.2% | . |
| O=C(Nc1ccccc1N1CCCC1)c1ccc(F)c(S(=O)(=O)N2CCOCC2)c1 | 0.0% | 12.4% | . | 14.5% | . | -2.3% | . | -8.6 | -0.3% | 0.0% |
| Cc1cc2ccccn2c1C(=O)c1ccccc1Br | 4.7% | -22.4% | -9.3% | 1.1% | -2.4% | -0.1% | ? | -7.2 | -8.8% | -1.8% |
| c1ccc(-c2csc3ncnc(NCCCN4CCOCC4)c23)cc1 | -8.1% | -36.8% | -22.5% | -1.7% | -3.6% | -4.6%[46.1 µM] | 3.1% | 17.3 | -0.7% | -0.8% |
| COc1ccc(C(NC(=O)c2ccco2)c2ccc(OC)c(OC)c2)cc1OC | -0.5% | 15.3% | 0.6% | 9.0% | 17.2% | 1.7% | 0.4% | -6.8 | 5.1% | -6.7% |
| Cc1ccc(NC(=O)NNC(=O)CN2C(=O)COc3ccccc32)cc1 | 0.3% | 13.2% | 14.5% | 4.5% | 2.9% | -3.0% | -7.4% | -18.6 | -3.2% | -3.3% |
| COc1ccc(/C=N/NS(=O)(=O)c2ccc(F)cc2)cc1CN1CCSCC1 | -2.9% | -13.5% | 6.7% | 6.1% | 3.1% | . | 7.3% | -0.7 | 2.2% | -1.0% |
| Cc1cc(C)cc(NC(=O)CN2CCC(NC(=O)Cc3ccccc3)CC2)c1 | 0.4% | 0.0% | -13.7% | -7.0% | -5.1% | 6.0% | -6.2% | 12.4 | -0.3% | -13.1% |
| O=S(=O)(NCc1cccnc1)c1ccc2c(c1)OCCO2 | -2.6% | -2.8% | -9.6% | 2.6% | -13.4% | 2.8%[46.1 µM] | ? | -2.1 | 4.1% | -1.8% |
| COc1ccc(N=Cc2c(OC)ccc3ccccc23)cc1 | . | -37.6% | . | . | . | 5.6% | . | . | 2.0% | -6.6% |
| S=C(Nc1ccccc1Cl)N1CCN(Cc2ccccc2)CC1 | -14.6% | 12.4% | 7.1% | 4.0% | -2.4% | -0.8%[46.1 µM] | 15.1%[11.5 µM] | 2.5 | 7.6% | 0.5% |
| CO/N=C/c1cn(-c2ccc(Cl)cc2)nn1 | -3.1% | 26.2% | -1.7% | -3.3% | 5.3% | 4.0% | -4.1% | 19.7 | -0.7% | -3.1% |
| CCCNC(=O)Nc1ccc(C(F)(F)F)cc1 | 0.7% | -6.5% | ? | 1.4% | -5.1% | -2.3% | 12.5% | -6.8 | 1.1% | -7.2% |
